FXIa mix inh: FXIa protease inhibitors in compound pools, primary screen, biochemical, 10-compound mixtures. AID 680, 2007. purified FXIa, fluorogenic substrate, pooled mixtures. 62,000 tested, 0.19% active. inhibition, % at 5 µM;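 further: each value is inhibition by a whole ten-compound pool holding the compound; 0% = enzyme with no mixture and 100% = wells lacking enzyme; strong numbers were not always called active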
FXIIa mix inh: human factor XIIa inhibitors, primary screen, biochemical, pooled compound mixtures, fluorogenic substrate; Coagulation factor XII (Homo sapiens), P00748; purified FXIIa; inhibition, % at 5 µM; 62,000 tested, 0.2% active;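 further: 0% = enzyme without compound and 100% = no enzyme blank; some results filed as inactive read as strong as hits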
Target sequence (P00748 20-372 limits assumed): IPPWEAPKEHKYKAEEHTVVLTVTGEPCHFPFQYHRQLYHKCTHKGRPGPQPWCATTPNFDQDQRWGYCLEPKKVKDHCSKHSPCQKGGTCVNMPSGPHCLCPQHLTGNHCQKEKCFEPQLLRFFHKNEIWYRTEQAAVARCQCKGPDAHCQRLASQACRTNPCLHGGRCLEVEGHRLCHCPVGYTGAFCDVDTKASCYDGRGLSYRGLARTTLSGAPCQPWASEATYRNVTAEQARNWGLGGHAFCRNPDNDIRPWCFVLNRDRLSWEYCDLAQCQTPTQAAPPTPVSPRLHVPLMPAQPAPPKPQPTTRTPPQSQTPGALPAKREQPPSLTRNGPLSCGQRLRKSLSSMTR
Target sequence (P00748 373-615 limits assumed): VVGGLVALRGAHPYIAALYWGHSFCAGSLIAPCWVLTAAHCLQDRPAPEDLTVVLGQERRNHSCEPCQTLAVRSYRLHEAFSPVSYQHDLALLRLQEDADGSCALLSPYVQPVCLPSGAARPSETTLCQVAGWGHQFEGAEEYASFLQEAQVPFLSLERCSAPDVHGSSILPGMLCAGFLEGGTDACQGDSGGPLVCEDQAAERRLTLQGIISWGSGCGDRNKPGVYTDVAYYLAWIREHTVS
CatG inh: human cathepsin G inhibitors, primary screen, biochemical, pooled compound mixtures, AMC fluorescence; P08311; purified enzyme, AMC-tetrapeptide fluorescence; inhibition, % at 5 µM (by protocol); AID 581, 2007; 62,000 tested, 0.2% active;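 active means inhibition above 20% in each of the two mixture wells holding the compound; inactive means inhibition of 20% or less in either well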;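 further: 0% = enzyme control without mixture and 100% = blank lacking enzyme; strong numbers were not always called active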
JNK3 inh: JNK3 kinase activity inhibitors, primary screen, biochemical, human, purified enzyme | HTS | inhibition, % at 8 µM | 60,000 tested, 0.61% active | AID 746, 2007; in the data active means inhibition above about 17%;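 further: 0% = DMSO and 100% = reference inhibitor; many of its hits are not listed in these tables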
C1s inh: complement C1s protease inhibitors, primary screen, biochemical, 10-compound mixtures | AID 538, 2006 | purified C1s, fluorogenic AMC substrate, pooled mixtures | mean inhibition % of two 10-compound mixtures (hits give high values), % at 5 µM (by protocol) | 62,000 tested, 0.16% active;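 active means inhibition above 20% in each of the two 10-compound mixture wells holding the compound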;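 further: 0% = enzyme wells lacking compound mixture and 100% = no-enzyme blank wells; some compounds called inactive have numbers as strong as hits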
ROCK2 inh: inhibitors of human ROCK2 kinase, primary screen, biochemical, high-throughput, luminescence; inhibition, % at 6 µM; Rho-associated protein kinase 2 (Homo sapiens), O75116; purified ROCK2, Kinase-Glo ATP depletion luminescence; 60,000 tested, 0.35% active;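 active means inhibition above the screen-wide mean inhibition plus 3 SD, cut at about 18% in these data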;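 further: plate controls were DMSO wells for no effect and Y-27632 control wells after no-enzyme background subtraction for full effect; many of its hits are not listed in these tables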
PKA inh: inhibitors of human PKA kinase activity, primary screen, biochemical, ATP-depletion luminescence, Kemptide substrate; cAMP-dependent protein kinase catalytic subunit alpha (Homo sapiens), P17612; PKA Kemptide phosphorylation, Kinase-Glo ATP luminescence; inhibition, % at 6 µM; 65,000 tested, 0.1% active;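 active means inhibition above the screen-wide mean inhibition plus 3 SD, cut at about 21% in these data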; further: many of its hits are not listed in these tables
CatS inh: inhibitors of human cathepsin S, biochemical, compound mixtures; recombinant cathepsin S, AMC dipeptide fluorescence, pooled mixtures; 62,000 tested, 0.06% active; P25774; inhibition, %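 (tested at 5 µM per compound within 10-compound mixtures)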; in the data active means inhibition above about 32%, passing the limit was not always enough;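 further: 0% = enzyme without compound and 100% = blank without enzyme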
Target sequence (P25774 115-331 limits assumed): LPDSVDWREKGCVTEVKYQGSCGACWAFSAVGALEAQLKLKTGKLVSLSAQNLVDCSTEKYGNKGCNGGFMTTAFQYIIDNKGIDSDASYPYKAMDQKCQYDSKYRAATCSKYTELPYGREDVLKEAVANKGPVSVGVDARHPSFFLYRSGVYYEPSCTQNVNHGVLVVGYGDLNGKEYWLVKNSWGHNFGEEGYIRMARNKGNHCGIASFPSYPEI
CatL block: inhibitors of human cathepsin L, biochemical | Procathepsin L (Homo sapiens), P07711 | purified cathepsin L, fluorogenic substrate, fluorescence | inhibition, %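 (tested at 10 µM)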 | 58,000 tested, 0.17% active | AID 460, 2006; in the data active means inhibition above about 45%;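 further: 0% = enzyme with no compound and 100% = no enzyme blank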
Target sequence (P07711 114-288 limits assumed): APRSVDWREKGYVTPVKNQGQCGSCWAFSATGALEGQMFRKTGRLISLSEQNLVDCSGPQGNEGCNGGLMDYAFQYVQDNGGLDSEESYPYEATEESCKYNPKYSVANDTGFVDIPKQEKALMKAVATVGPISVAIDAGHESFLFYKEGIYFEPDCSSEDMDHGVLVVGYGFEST
Target sequence (P07711 292-333 limits assumed): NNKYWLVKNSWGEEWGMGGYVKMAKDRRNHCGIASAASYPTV
* marks the source's active call; other numbers are inactive results; / = no result given. Unless noted, no stated cut-off is given here; in the data, active means inhibition above about 20% (passing the limit was not always enough); inactive means the rest.

SMILES | FXIa mix inh | FXIIa mix inh | CatG inh | JNK3 inh | C1s inh | ROCK2 inh | PKA inh | CatS inh | CatL block
CCCCS(=O)(=O)/C=C\C=C/S(=O)(=O)CCCC | 4 | 12 | 8 | / | 8 | / | 2 | -8 | -12
Cc1ccnc(NC(=O)c2cc(S(=O)(=O)N3CCCCC3)ccc2Cl)c1 | 2 | 5 | 12 | / | 14 | / | 6 | 2 | 4
O=C(O)c1ccccc1S(=O)(=O)NCC(O)COc1ccc(Br)cc1 (centres undefined) | -17 | 5 | -24 | -1 | -127 | 6 | 8 | -19 | -1
Cc1cccc(N2C(=O)CC(N(C(=O)c3ccco3)c3cccc(C)c3)C2=O)c1 (centres undefined) | 0 | -5 | 7 | -6 | -10 | -1 | -5 | 0 | 11
O=C(Nc1ccccc1NC(=O)NC1CCCCC1)NC1CCCCC1 | 5 | -6 | 9 | 0 | 6 | 7 | 7 | -2 | -1
O=C(c1ccco1)n1nc(NCc2ccccc2)nc1NCc1ccccc1 | 8 | -3 | 0 | -2 | -40 | 3 | -1 | 9 | 16
O=C(CSc1nc(NS(=O)(=O)c2ccccc2)cc(=O)[nH]1)Nc1ccc(F)cc1 | -1 | 2 | 6 | 1 | -14 | 5 | 7 | -9 | 4
COc1ccc(OC)c(S(=O)(=O)Nc2cnc3ccccc3c2)c1 | 9 | 8 | 3 | 0 | -2 | 0 | -4 | 13 | -5
C/C(Cl)=C\Cn1c(NCCCn2ccnc2)nc2c1c(=O)n(C)c(=O)n2C | 4 | 6 | 0 | -1 | 8 | 0 | 9 | 11 | 1
CC(Oc1ccccc1F)C(=O)NCCN1CCCCC1 (centres undefined) | -3 | 3 | -1 | -4 | -17 | 5 | 8 | 0 | 7
CCCOc1c(OC)cccc1C1CC(=O)Nc2cc3c(cc21)OCCO3 (centres undefined) | -1 | 3 | 9 | -4 | -4 | -1 | 4 | -4 | 5
Cc1ccc2c(CN3CCN(CCO)CC3)cc(=O)oc2c1 | 3 | 10 | -4 | -3 | -2 | 1 | -6 | 1 | -8
COc1cc2nc(-c3ccc(Br)o3)oc(=O)c2cc1OC | 21 | -2 | 16 | 0 | -35 | 0 | 4 | -4 | 0
Cc1cccc(NC(=O)c2cc3c(n(-c4ccccc4)c2=O)CCCC3=O)n1 | 4 | 5 | 15 | 0 | 17 | 2 | 0 | 2 | -6
CCCNC(=O)C1CN(S(=O)(=O)c2ccccc2)CCN1S(=O)(=O)c1ccccc1 (centres undefined) | -2 | -15 | 8 | -1 | 4 | -2 | -2 | 3 | 5
C1=Nc2c(Nc3ccccc3)ncnc2Oc2ccccc21 | 12 | -3 | -1 | 12 | 5 | 5 | 2 | -1 | 0
O=C1CCCc2c1nn(-c1ccccc1)[n+]2[O-] | 2 | 2 | 5 | 4 | 4 | 8 | 8 | 11 | 8
CCOC(=O)c1ccc(NC(=O)C2CCCO2)cc1 (centres undefined) | 7 | 6 | -4 | 0 | -36 | 1 | -1 | -10 | -12
CCOc1ccc(CCNC(=O)c2cc3sccc3n2C)cc1OCC | 7 | 9 | 10 | 7 | 12 | -3 | -3 | 7 | /
COC(=O)CN(c1ccc2c(c1)OCO2)S(C)(=O)=O | 3 | 10 | -4 | 4 | -1 | 5 | 2 | -5 | 0
COc1ccccc1NC(=O)COc1ccc(/C=N/n2cnnc2)cc1OC | -1 | 0 | 3 | 9 | 2 | 5 | 9 | 10 | /
Cn1c(=O)[nH]c2cc3ccccc3cc21 | 12 | 9 | 22 | 4 | 12 | 3 | -1 | 19 | 6
CCc1nnc(NC(=O)c2ccc(S(=O)(=O)N(CCOC)CCOC)cc2)o1 | 12 | 5 | -1 | 2 | 4 | 2 | 10 | 5 | 13
CCOC(=O)c1cc(C#N)c(N)nc1C | -5 | -19 | -1 | 6 | -89 | 2 | 3 | -5 | 5
O=C(CCCCC(=O)N1CCN(c2ccccc2)CC1)N1CCN(c2ccccc2)CC1 | 3 | 0 | 10 | -8 | 16 | 3 | 8 | 3 | 10

An excerpt from above in order of the C1s inh value, largest number first:
canonical_smiles	C1s inh
Cc1cccc(NC(=O)c2cc3c(n(-c4ccccc4)c2=O)CCCC3=O)n1	17
CCc1nnc(NC(=O)c2ccc(S(=O)(=O)N(CCOC)CCOC)cc2)o1	4
COc1cc2nc(-c3ccc(Br)o3)oc(=O)c2cc1OC	-35

New compounds follow:
SMILES | FXIa mix inh | FXIIa mix inh | CatG inh | JNK3 inh | C1s inh | ROCK2 inh | PKA inh | CatS inh | CatL block
Cc1ccc(N(CC(=O)NCC2CCCO2)S(C)(=O)=O)cc1Cl (centres undefined) | 2 | 0 | -1 | 1 | -20 | 0 | -1 | -1 | -1
c1coc(-c2nc(-c3ccncc3)no2)c1 | 3 | -8 | -1 | -2 | -2 | 1 | -1 | -2 | 21
CC(C)CCOCC(=O)Oc1ccccc1C(=O)O | -5 | -2 | 8 | -4 | -8 | 11 | 7 | 0 | -1
Cc1ccc(S(=O)(=O)N2CCCC2C(=O)n2nc(C)cc2C)cc1 (centres undefined) | 2 | -16 | 7 | -4 | 8 | 6 | 9 | 1 | 9
O=C(O)C1C2C=CC(O2)C1C(=O)NCCCn1ccnc1 (centres undefined) | 20 | 1 | 1 | -1 | -22 | -4 | -5 | 13 | 23
CC1(C)Cc2nc(N)c(C(=O)NCCO)cc2CO1 | / | / | / | 16 | / | 10 | 4 | / | -58
C=CCn1c(=S)[nH]c2nc3c(cc2c1=O)CCCC3 | / | / | / | 6 | / | 9 | 4 | / | 21
COc1ccc2nc(NC(=O)C3CCCN(S(=O)(=O)c4cccc5nonc45)C3)sc2c1 (centres undefined) | 4 | 4 | -3 | / | 2 | / | 3 | -6 | 4
C/C=C/c1ccc(OCCN2C(=O)NC(C)(C)C2=O)c(OC)c1 | 2 | -20 | -15 | -4 | -6 | 4 | 7 | -4 | 0
COc1ccccc1OCc1ccc(C(=O)NCc2ccco2)o1 | 1 | 3 | 7 | -6 | -3 | 6 | 5 | 1 | 12
CCCn1c(N2CCN(CC(=O)Nc3ccc4c(c3)OCCO4)CC2)nc2ccccc21 | -2 | -15 | 10 | 6 | -6 | 1 | 2 | 7 | 8
Cc1ccc(CC2(O)CC(C)N(C)CC2C)c(C)c1 (centres undefined) | 5 | -9 | 7 | -5 | 11 | 2 | 7 | 3 | 17
CC1CN(C(=O)c2cc3ccccc3oc2=O)CC(C)O1 (centres undefined) | 11 | 0 | 22 | -3 | 8 | -3 | -2 | -6 | /
COc1ccccc1Cc1nc(-c2ccc(C)cc2)no1 | 7 | 0 | 10 | 5 | 12 | 6 | 5 | -14 | 1
CCOc1ccc(C(=O)Nc2nncs2)cc1OCC | 5 | 9 | -5 | 0 | -1 | 0 | 7 | -1 | 7
CCn1c(=N)n(CC(=O)c2cccc(OC)c2)c2ccccc21 | -2 | 11 | -7 | 5 | -26 | -1 | 3 | -25 | 0
Nc1nc(SCC(=O)NCCCO)nc2sc3c(c12)CCC3 | -2 | 8 | -1 | -1 | -10 | 8 | 6 | -1 | /
O=C(Nc1ccc(F)cc1)c1oc2ccccc2c1NC(=O)C1CCCC1 | -10 | -2 | 7 | 1 | -13 | 3 | 3 | 16 | 23
COC(=O)CSc1nc2ncc(Cl)cc2[nH]1 | 12 | 7 | 15 | 1 | 16 | 7 | 9 | 13 | -2
Cc1occc1C(=O)N1CCN(S(C)(=O)=O)CC1 | 1 | 5 | -2 | -3 | -6 | -2 | -3 | 20 | 7
COc1ccc(C)cc1S(=O)(=O)N(C)CC(=O)N1CCCCCC1 | 5 | 2 | 9 | 9 | 11 | 0 | -2 | 15 | /
CCCn1c(=O)c(C(=O)Nc2cnccn2)c(O)c2ccccc21 | 1 | -20 | 0 | -2 | 1 | 2 | 6 | -1 | 8
Cc1ccc(Cn2nnc3c(=O)[nH]c(C4CCN(C(=O)Cc5cccs5)CC4)nc32)cc1 | 8 | -18 | 11 | -2 | -11 | 2 | 6 | 4 | 9
COc1cccc2c1OC1(C)CC2NC(=O)N1c1cccc(C(=O)N2CCN(c3ccccn3)CC2)c1 (centres undefined) | 0 | -1 | -1 | / | -4 | / | 1 | -9 | -8
COC(=O)[C@H](C)NC(=O)Nc1ccc(Oc2ccccc2)cc1 | -12 | 3 | -1 | -1 | -84 | 7 | 3 | -10 | 5
(more compounds)
SMILES | FXIa mix inh | FXIIa mix inh | CatG inh | JNK3 inh | C1s inh | ROCK2 inh | PKA inh | CatS inh | CatL block
CCCc1cc(C(N)=O)c(NC(=O)c2ccco2)s1 | 14 | 1 | 7 | 7 | 1 | 10 | 0 | 0 | -2
COc1ccccc1N1CCN(C(c2ccccc2Cl)c2nnnn2C(C)(C)C)CC1 (centres undefined) | -48 | -10 | -32 | 2 | -86 | 1 | 9 | -46 | 7
Cc1cc(NC(=O)CCC(=O)N(CCC(C)C)CC(=O)NCC2CCCO2)no1 (centres undefined) | -15 | -15 | -2 | 5 | -54 | -2 | 4 | -7 | /
CC(C)C(=O)NCCc1nc2ccccc2n1C | -2 | 2 | 10 | 1 | 0 | 7 | 6 | 8 | -8
COc1ccccc1NC(=O)Nc1ccc2c(c1)OCCO2 | 11 | 7 | -1 | -5 | -26 | -20 | -4 | -7 | -3
COc1cccc(CNC2CCCC2)c1 | -3 | 7 | 11 | -7 | 16 | 0 | 6 | 5 | -1
S=c1sc2c(N3CCOCC3)ncnc2n1-c1ccccc1 | 2 | -7 | 3 | 0 | 1 | 4 | 8 | 5 | 24
O=C1NCC(O)=C1C=NC12CC3CC(CC(C3)C1)C2 | 3 | 10 | 0 | 1 | -2 | 6 | 9 | 7 | -12
CCN(CC)CCCNC(=O)C1CCN(C(=O)c2cc3sccc3n2Cc2ccc(F)cc2)CC1 | 9 | 3 | 9 | -1 | 11 | 3 | 4 | -3 | -6
O=S(=O)(c1ccccc1)n1nc(-c2ccccc2)nc1NCc1ccco1 | 5 | 11 | 2 | 7 | 4 | 4 | 6 | 4 | 11
Cc1noc(C)c1S(=O)(=O)N1CCC(C(=O)N2CCN(C(=O)c3ccco3)CC2)CC1 | 6 | 3 | 9 | / | 11 | / | 10 | 5 | 25
CC1(C)CC(=O)C2=C(C1)N(Cc1ccco1)C(=O)C2(NC(=O)C1CCCCC1)C(F)(F)F (centres undefined) | 7 | 14 | 9 | -4 | 7 | 2 | -2 | -7 | 11
CCN(CC)C(=O)CC(c1ccc(F)cc1)c1ccco1 (centres undefined) | 11 | 1 | 9 | -4 | 14 | 5 | 8 | 25 | /
Cc1cc(NC(=O)c2cccc(F)c2)ncc1NC(=O)c1ccco1 | 3 | -15 | -3 | / | 0 | / | -7 | -5 | 5
Cn1c(=O)oc2cc(S(=O)(=O)NC3CCCc4ccccc43)ccc21 (centres undefined) | -3 | 5 | -3 | 5 | -9 | 5 | 5 | -1 | 6
COc1cccc(N2CCN(Cc3cccnc3)CC2)c1 | 0 | 5 | 13 | 4 | 6 | -1 | -7 | -7 | -1
Cn1c(=O)cc(OCCCC(=O)Nc2cccnc2)c2ccccc21 | -1 | 18 | 1 | 3 | 2 | 8 | 8 | 11 | 10
O=C(c1csc(Nc2ccccc2Cl)n1)N1CCCC1 | 7 | 6 | 1 | 2 | -4 | 6 | 9 | -2 | 25
CCOc1ccccc1Nc1cc(C)nc2nc(C)nn12 | -1 | 15 | 15 | -3 | 6 | 5 | 5 | 3 | /
N#Cc1nc(COc2ccccc2Cl)oc1NCc1ccc(F)cc1 | / | / | / | 6 | / | -2 | 1 | / | 3

High-throughput results: PubChem BioAssay, several laboratories

An unsorted share of the library (roughly 1.5% active in at least one column).
